# Bioassay records from PubChem BioAssay.
# Hep lipid drop: inhibitors of hepatocyte lipid droplet formation, primary screen, imaging, high-throughput imaging, BODIPY stain; AID 1656, 2009; inhibition, % at 6.5 µM; hit rate 0.4% among 240,000; AML12 mouse hepatocytes, oleate lipid droplets;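 active = lipid droplet intensity inhibited by at least 50%, with more than 500 cells counted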
#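 Material: mouse AML12 hepatocyte cell line, fixed after treatment; Timing: compound with oleate, overnight; Technique: high-content imaging of BODIPY-stained droplets and DAPI nuclei; Probe or stimulus: oleate, 100 µM final; Dosing: compound at 6.5 µM only.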
# ER stress rescue: rescue of cells from ER stress-induced death, primary screen, 384-well, CSM14.1, thapsigargin, ATP luminescence (AID 1222); cellular ATP content (survival), % at 20 µM; hits with a dose series show EC50 in µM; 190,000 tested, under 10 active; CSM14.1 thapsigargin-induced death rescue, ATP luminescence; higher % means a stronger effect;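 active = EC50 below 50 µM in the dose-response confirmation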;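 also: death triggered by thapsigargin at about 15 µM added after 2 h compound pretreatment; cell ATP read after overnight thapsigargin exposure of roughly 18 to 22 hours; normalized against plate controls of thapsigargin alone and 5% DMSO vehicle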
# XIAP antagonists: XIAP antagonists, biochemical, IAP family, fluorescence polarization (AID 1018); displacement, % at 20 µM; hits with a dose series show IC50 in µM; hit rate 0.007% among 200,000; E3 ubiquitin-protein ligase XIAP (Homo sapiens); XIAP BIR domain, fluorescence polarization peptide displacement; higher % means a stronger effect; in the data active = displacement above about 50%; also: a part of the inactive calls stands beside numbers as strong as those of hits
# Dynein cargo inh: inhibitors of GR-EGFP nuclear translocation, primary screen, dynein cargo transport inhibitor project, imaging, high-content, 3617.4 mouse cells. AID 1381, 2008. hit rate 0.47% among 220,000. z-score, hits read low. test concentration mostly 20 µM; stimulated with dexamethasone, 1 µM; hits give low values;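 active = plate z-score of nuclear minus cytoplasmic receptor signal below a set negative limit, without overly bright fluorescence or cell loss, cut at about -3.5 in these data, passing the limit was not always enough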;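 also: z-score of nuclear minus cytoplasmic ring GR-EGFP intensity difference per well; some compounds called inactive have numbers as strong as hits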
#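 medium = tetracycline-free induction medium containing charcoal-stripped FBS | probe or stimulus = dexamethasone, 1.0 µM final | timing = 48 h induction, then 1 h compound, then 30 min agonist, 37 °C | detection = automated 10x imaging of fixed Hoechst-stained cells | read-out basis = nuclear versus cytoplasmic GR-EGFP signal, averaged per well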
# Autophagy HCS: autophagy modulators in MEF cells, primary screen, imaging, high-content, MEF GFP-LC3 | MEF GFP-LC3 puncta imaging; test concentration mostly 10 µM | calls only at 10 µM (by protocol) | hit rate 0.98% among 190,000 | AID 463193, 2010;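 active = percentage of spot-positive cells more than 3 SD above its plate mean, without a fluorescence outlier flag or 80% toxicity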;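 also: spot-positive cell cutoff set from DMSO-treated cells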
# MT stabilize HCS: microtubule stabilizers in HeLa cells, primary screen, imaging, high-content imaging; % tubulin-high responders, % at 10 µM; AID 2205, 2009; hit rate 0.83% among 200,000; HeLa tubulin immunostaining HCS, 24 h; share of cells brighter than vehicle mean+2SD;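 active = plate Z-score above 3 for both tubulin-high and condensed-nucleus cell shares, with cell loss under 80%, at 10 µM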;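 also: anti alpha tubulin signal scored within the nucleus-defined area of each cell; some results filed as inactive read as strong as hits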
# b-catenin transl: modulators of beta-catenin nuclear translocation, primary screen, imaging, HeLa cells, immunofluorescence, high-content; nuclear translocation activity, % at 5 µM; hit rate 0.3% among 190,000; AID 1665, 2009;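 active = nuclear translocation activity above 50% at 5 µM, with a well cell count of 50 or more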;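 also: per-cell ratio of nuclear to cytoplasmic median beta-catenin stain intensity; plate controls were DMSO negative control for no effect and GSK-3 inhibitor IX positive control for full effect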
#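 Test system: human HeLa cells, native beta-catenin. Compound dosing: 5 µM primary single dose, 0.1% DMSO, 0.02–20 µM confirmation series. Incubation: compound exposure 24 h at 37°C. Detection: beta-catenin immunostaining with DAPI counterstain, 20x imaging, 6 fields/well. Read-out basis: Nuclear/cytoplasmic beta-catenin signal ratio, % activation.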
# WT yeast gro inh: growth inhibition of WT strain, primary screen, mitochondrial fusion inhibitor project, WT and mutant strains, chemical genetic; mitochondrial fusion phenotypic screen; inhibition, % at 10 µM; hit rate 2.1% among 190,000; in the data active = inhibition above about 58%; tested in S. cerevisiae
# Insulin prom up: insulin promoter activators in MIN6 cells, imaging, high-content screening, mouse beta cells; hit rate 0.3% among 190,000; MIN6 insulin promoter-GFP reporter; hits give high values; z-score at 5 µM;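 active = z-score above 3 at 5 µM with at least 500 cells counted in the well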
# WT yeast gro inh mutant strain: second read-out of WT yeast gro inh, no call of its own (marks repeat the call); inhibition, %; mitochondrial fusion phenotypic screen, mutant strain inhibition
# Dynein cargo inh cytoplasmic EGFP: further read-out of Dynein cargo inh, marked with its call; z-score; measured here: cytoplasmic GR-EGFP intensity; hits give high values
# Dynein cargo inh nuclear GR-EGFP: second read-out of Dynein cargo inh, no call of its own (marks repeat the call); z-score; measured here: nuclear GR-EGFP intensity;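 lower value marks the stronger effect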
# Dynein cargo inh cell count: further read-out of Dynein cargo inh, marked with its call; z-score; measured here: cell count per field
# Insulin prom up cell count: second read-out of Insulin prom up, no call of its own (marks repeat the call); cell count; measured here: cytotoxicity, nuclei count;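 total cells summed across four imaged fields per well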
# Hep lipid drop cells 6.5 µM: recorded beside Hep lipid drop, whose call it bears; cell count; measured here: cell count, cytotoxicity flag;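 cells counted across two imaged fields per well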
# b-catenin transl cell count 5 µM: second read-out of b-catenin transl, no call of its own (marks repeat the call); cell count; measured here: cell count, cytotoxicity flag
# MT stabilize HCS Hoechst-high %: further read-out of MT stabilize HCS, marked with its call; % Hoechst-high responders; measured here: nuclear condensation Hoechst responders;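 share of cells brighter than vehicle mean plus two SD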
# MT stabilize HCS cytotoxicity %: further read-out of MT stabilize HCS, marked with its call; toxicity, %; measured here: cytotoxicity by cell density;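 0% = mean cell density of plate MIN control wells and 100% = no cells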
# Autophagy HCS cell loss 18 h: further read-out of Autophagy HCS, marked with its call; toxicity, %; measured here: cell loss, nuclei count;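 cell loss after 18 h compound exposure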
# The depositor's hits bear a star; i = inactive; / = no result given; + = active, no number.
SMILES,Hep lipid drop,Hep lipid drop cells 6.5 µM,ER stress rescue,XIAP antagonists,Dynein cargo inh,Dynein cargo inh cytoplasmic EGFP,Dynein cargo inh nuclear GR-EGFP,Dynein cargo inh cell count,Autophagy HCS,Autophagy HCS cell loss 18 h,MT stabilize HCS,MT stabilize HCS Hoechst-high %,MT stabilize HCS cytotoxicity %,b-catenin transl,b-catenin transl cell count 5 µM,WT yeast gro inh,WT yeast gro inh mutant strain,Insulin prom up,Insulin prom up cell count
CCc1ccc(NC(=O)COc2ccc(/C=C(/C#N)c3nc4ccccc4[nH]3)cc2OC)cc1,-6,629,-1.1%,-12%,0.78,0.5,0.6,-0.58,i,3,4.7,1.8,9.6,-0.1,950,10,-18,0.17,1318
CCOc1ccccc1-n1c(N)c(C(N)=O)sc1=S,/,/,-2.1%,-3.1%,-0.064,-0.22,0.085,0.42,i,-6,1.5,1.2,11,2.5,773,-22,-12,0.72,1202
CCOC(=O)c1nc(NCCc2ccccc2)sc1C,-8,630,-2.5%,-8.3%,-0.91,-0.07,-0.41,0.022,i,-7,2.2,2.1,3.6,-3.2,1040,24,-8,-0.7,1151
Cn1c(-c2sccc2OCc2ccccc2)n[nH]c1=S,/,/,-2.3%,-2.5%,-0.55,-0.11,0.41,1.1,i,-22,2.3,2.1,3.0,1.2,1411,5,-7,-0.25,1241
Cc1ccc(C)c(C(=O)CSc2nc3ccccc3c(=O)[nH]2)c1,-8,645,2.3%,-2.2%,-0.97,-0.28,-0.42,0.45,i,10,4.1,5.9,3.8,2.0,1514,-9,11,-0.02,1354
O=c1c(Cc2ccccc2)c(O)ccn1Cc1ccc2c(c1)OCO2,0,642,-0.6%,-5.5%,0.61,-0.2,1.1,-1.4,i,-7,2.5,1.9,3.8,-0.9,1077,-12,-14,0.25,1514
CCc1ccc2nc(NC(=O)c3ccc(N4C(=O)CCC4=O)cc3)sc2c1,-1,694,/,/,-0.58,-0.79,-0.62,0.52,/,/,/,/,/,0.1,1320,/,/,-0.21,1165
Cc1ccc(-c2nc3n(n2)Cc2ccccc2-3)cc1,8,743,-5.0%,-6.4%,0.016,-0.073,0.21,0.14,i,2,2.8,1.6,1.0,-1.0,1197,9,16,/,/
CCCNC(=O)C1CCN(S(=O)(=O)c2ccc(-c3nn[nH]n3)cc2)CC1,5,772,0.3%,-12%,0.86,-0.25,1.1,0.57,i,29,1.7,1.4,5.4,1.6,1113,-22,-2,0.68,977
O=C(O)c1nn(CC(=O)N2CCN(S(=O)(=O)c3ccc(Cl)cc3)CC2)c(=O)c2ccccc12,-11,707,/,/,1.1,-0.28,0.65,-0.13,/,/,/,/,/,0.4,1262,/,/,-0.27,1154
COc1ccc([N+](=O)[O-])cc1/C=N/Nc1nc(N2CCCCC2)nc(N2CCCCC2)n1,-16,733,-1.1%,-2.8%,0.39,-0.19,0.3,-0.083,i,-11,3.2,2.8,4.8,0.1,1141,15,-1,-2.9,1062
Cc1sc2nc3n(c(=O)c2c1C)CCCS3,7,770,-1.2%,-4.1%,2.2,-0.076,0.58,-1.4,i,-2,5.1,1.9,9.9,/,/,20,1,-0.35,1306
CCOC(=O)/C(=C/c1ccco1)NC(=O)c1ccc(Br)o1,-16,655,0.1%,-7.4%,-0.71,-0.21,-0.35,0.32,i,10,2.0,2.9,11,-3.2,1042,7,3,0.7,1622
CC(=O)NC1C(=O)N(CCc2ccccc2)c2ccccc21 (stereo not drawn),/,/,2.7%,1.5%,-0.66,-0.19,-0.095,0.43,i,-14,5.4,2.2,5.9,-4.7,915,8,-2,-0.17,1020
O=C(COc1ccccc1Cl)NNC(=O)C1CCCO1 (stereo not drawn),-10,705,-3.6%,-6.4%,-0.33,-0.21,-0.32,-0.12,i,-19,2.5,2.3,7.3,-1.0,1036,-13,-26,0.87,1815
Cc1cccc(C(=O)N/N=C/c2ccccn2)c1,20,624,-2.9%,2.7%,-0.28,0.71,0.054,-0.15,i,17,2.1,3.5,7.3,-3.6,512,-3,-1,0.08,1356
CC(=O)Nc1ccc(S(=O)(=O)NCC(=O)OCC(=O)N2CCCc3ccccc32)cc1,17,621,-0.7%,-5.1%,0.34,-0.3,-0.19,0.16,i,-1,1.9,3.0,2.3,2.3,951,-8,-14,0.18,1402
O=C(Cc1ccccc1)Nc1ccc(NC(=O)c2cccs2)cc1Cl,-1,703,-0.3%,-5.9%,1,-0.12,0.81,-0.45,i,-2,1.4,0.9,1.2,-1.0,1003,-11,-27,0.02,1566
COc1cccc(CN2CCC(C(=O)N3CCN(c4ccccc4F)CC3)CC2)c1OC,2,692,-2.8%,-6.7%,0.12,-0.29,-0.35,0.71,i,-3,1.7,1.8,7.6,-0.7,530,-4,-10,0.01,1347
O=C(NCCCc1ccccc1)c1cnc2n(c1=O)CCS2,4,635,-2.2%,-1.0%,-1.1,-0.23,-0.26,0.24,i,-10,2.1,1.4,4.1,-0.5,1080,-13,-3,0.26,1836
CSC(=S)N/N=C/c1ccccc1,0,683,-0.4%,-3.8%,-0.21,-0.31,-0.19,0.66,i,2,2.4,3.0,5.7,-5.0,1142,50,1,0.12,1576
COC(=O)c1cc(Br)ccc1OC(=O)c1cccnc1,/,/,0.8%,-1.3%,-0.21,-0.22,-0.017,0.23,i,-1,4.5,3.9,8.1,-3.6,998,15,-5,1.4,1431
Cc1cc(=O)[nH]c(SCC(=O)Nc2ccc(S(N)(=O)=O)cc2)n1,0,717,-0.2%,-3.8%,-0.049,-0.18,-0.21,0.85,i,10,1.5,1.2,6.3,-0.9,1184,-4,-10,-0.19,1253
Cc1ccc(N2CCN(CC3CC=CCC3)CC2)cc1 (stereo not drawn),/,/,0.9%,4.0%,-0.4,-0.34,0.076,0.055,i,5,5.3,2.6,6.6,3.9,1136,21,46,-1.4,989
CN(CC(=O)Nc1ccc(S(=O)(=O)N2CCCC2)cc1)Cc1ccc(Cl)c(Cl)c1,-16,624,-4.8%,-15%,3.7,-0.00027,1.4,-2,i,-1,7.5,3.1,16,-1.0,918,42,-14,0.19,1230
COc1ccc(-n2cc3c(-c4cccc(Br)c4)nnc(C)c3n2)cc1,9,683,-4.4%,-3.2%,-0.31,1.6,-0.045,0.5,+,-0.2*,1.7,1.8,1.6,-1.9,976,71,76,-0.93,1202
CCCCN(CC)CCCNC(=O)c1cc2c(=O)n(C)c3ccccc3c2n1C,-9,737,-1.4%,0.5%,0.27,-0.21,0.3,-0.12,/,/,1.2,2.9,4.7,0.7,1108,6,-6,0.7,991
COc1ccc(-c2cc(C(F)(F)F)nc(S(=O)(=O)CCCC(=O)Nc3cc(C)on3)n2)cc1OC,-11,711,0.7%,-3.9%,-5*,0.35*,-1.7*,0.74*,i,30,5.0,3.5,5.5,-1.7,1090,-16,18,-0.48,1303
CCOC(=O)c1c(-c2ccc(C)o2)csc1NC(=O)CN(C)CC(=O)Nc1ccc(C)cc1,-23,802,0.3%,-6.3%,-0.36,-0.072,0.19,-0.92,i,4,0.9,2.1,6.0,/,/,5,6,/,/
COc1ccc(C(=O)c2coc3ccc(O)c(CN4CCCC4)c23)cc1,/,/,-2.1%,-1.7%,-1.2,-0.28,-0.59,1.1,i,8,1.8,4.4,6.6,/,/,-4,-12,-1,1067
CCCC(=O)n1nc(-c2ccccc2)nc1SC,13,719,-1.8%,-1.8%,-0.2,-0.056,-0.086,0.89,i,-14,4.3,2.5,7.2,-0.7,1136,-2,-2,/,/
O=C(O)CCCC(=O)Nc1nc(-c2ccc(F)cc2)cs1,-11,542,/,-7.3%,-0.86,-0.22,-0.49,0.64,i,-7,3.5,1.2,5.9,-0.9,1047,5,-18,0.82,1156
CC(C)(C)N(Cc1ccccc1)C(=O)CSc1nnc(CNc2ccc(F)cc2)o1,-2,701,1.5%,-5.5%,-1,2.9,0.094,0.5,i,-4,2.0,1.8,9.8,0.9,1202,2,9,-0.27,1255
O=S(=O)(Nc1ccccc1)c1ccc(F)cc1,-3,785,-2.6%,-4.5%,-0.28,-0.13,-0.14,0.23,i,5,2.4,1.2,25,-2.5,1216,8,9,0.13,1003
Cc1ccc(S(=O)(=O)N(C)CC(=O)O/N=C(\N)c2ccc([N+](=O)[O-])cc2)cc1,6,768,-1.1%,0.0%,0.83,-0.26,0.5,1.3,i,13,2.4,1.6,10,/,/,17,20,/,/
CCCCN1C(=O)/C(=C2/C=CC=CN2C)SC1=S,-18,765,1.0%,-3.8%,-0.86,-0.28,-0.19,0.85,i,-16,2.9,1.7,8.1,3.7,1119,-3,-4,-0.56,1240
